Screening results: PubChem BioAssay, several laboratories
dFosB act – activators of mouse delta FosB homodimer | activation, % at 25 µM | AID 493131 | purified delta FosB, TAMRA-CDK5 oligo fluorescence polarization; percent of positive-control signal above neutral wells | 340,000 tested, 0.99% active;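 active = mean activation above about 17%, with every replicate also reaching it, limit read from the data, passing the limit was not always enough; inconclusive = only one of the two conditions met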;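 also: fluorescence polarization rise as delta FosB binds a TAMRA Cdk5 AP-1 oligo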
RTF Ca sens act – cardiac RTF calcium sensitization | IANBD-labeled TnC RTF fluorescence at EC20 calcium; 0% EC20 calcium, 100% full calcium | activation, % at 7.2 µM | 340,000 tested, 0.24% active;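 active = activation above the mean over all tested compounds plus 3 SD, cut at about 30% in these data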;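 also: rise in fluorescence read as greater calcium sensitivity of cardiac thin filaments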
Rtt109 HAT inh – blocks Candida albicans Rtt109/Vps75 acetyltransferase activity; purified Rtt109/Vps75, ThioGlo CoA-SH fluorescence, 4 h; inhibition, % at 34.9 µM; 330,000 tested, 0.16% active;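 active = inhibition of at least 50% in every replicate; inconclusive = best replicate reaches 50% inhibition but some replicates fall short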
Target sequence (Q5AAJ8 whole entry, looked up): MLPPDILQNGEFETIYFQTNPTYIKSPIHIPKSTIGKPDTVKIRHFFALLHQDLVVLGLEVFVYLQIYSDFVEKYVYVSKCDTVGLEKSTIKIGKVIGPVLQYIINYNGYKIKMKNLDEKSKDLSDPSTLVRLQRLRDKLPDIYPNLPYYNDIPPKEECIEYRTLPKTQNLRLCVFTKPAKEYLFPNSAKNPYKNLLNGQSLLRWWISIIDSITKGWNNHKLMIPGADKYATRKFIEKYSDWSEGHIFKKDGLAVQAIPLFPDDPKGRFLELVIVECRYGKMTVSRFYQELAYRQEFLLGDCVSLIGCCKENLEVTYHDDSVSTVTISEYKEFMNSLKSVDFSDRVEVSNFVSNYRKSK
SUMO Mot1 rescue – blocks SUMOylation pathway, rescuing yeast Mot1-301 growth. 320,000 tested, 1% active. growth rescue, % at 18.8 µM. S. cerevisiae Mot1-301 growth rescue, ATP luminescence, 38.5C; percent above DMSO median, 100 means doubled;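 active = every valid replicate shows activation above 250% relative to neutral control wells; inactive = the rest, any valid replicate at or below 250%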;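 also: OY570 slx delta 5 strain wells were the positive control but not used for scaling; some compounds called inactive have numbers as strong as hits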
NSD2 HMT inh – blocks human histone methyltransferase NSD2 | 310,000 tested, 0.54% active | NSD2 peptide methylation, AlphaScreen, 120 min | O96028 | AID 743445 | inhibition, % at 12.5 µM; in the data active = inhibition above about 50%
Keap1 Nrf2 FP – inhibitors of human Keap1-Nrf2 protein-protein interaction. 340,000 tested, 0.15% active. inhibition, % at 9.4 µM. Q14145. Keap1 Kelch-Nrf2 peptide fluorescence polarization, 1536-well; in the data active = inhibition above about 12%; inconclusive = no clear call, values can overlap the other calls; inactive = below about 7.3%;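 also: human Keap1 Kelch domain with fluorescein labeled Nrf2 9mer peptide probe; 0% = neutral control wells and 100% = peptide positive control; higher means more block of Keap1 binding to Nrf2 peptide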
C-LANA FP – inhibitors of KSHV LANA C-terminal domain DNA binding; MBP-C-LANA/FAM-LBS DNA binding, fluorescence polarization; inhibition, % at 9 µM; 340,000 tested, 0.078% active;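 active = highest replicate inhibition at or above 60% at 9 µM, even if other replicates fall short; inactive = all replicates below 60% inhibition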;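 also: 0% = neutral control wells and 100% = 4 µM acridine orange control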
RTF Ca sens inh – cardiac RTF calcium desensitization; 340,000 tested, 0.12% active; inhibition, % at 7.15 µM; P19429+P45379; AID 493244; IANBD-labeled cardiac RTF, Ca2+ fluorescence;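 active = inhibition above the mean inhibition of all tested compounds plus 3 SD, cut at about 17% in these data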;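 also: assay run at fixed EC70 calcium of 1.6 mM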
PvdQ acylase – P. aeruginosa PvdQ acylase inhibition; inhibition, % at 10 µM; AID 488965; 340,000 tested, 0.063% active; purified PvdQ acylase, fluorescence plate reader; in the data active = inhibition above about 30%, passing the limit was not always enough; inconclusive = no clear call, values can overlap the other calls;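 also: 0% = vehicle neutral wells and 100% = reference inhibitor wells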
PfHsp90 set2 – inhibits growth of yeast expressing Plasmodium falciparum Hsp90; S. cerevisiae expressing PfHsp90, BacTiter-Glo ATP, 48 h; yeast lacking PDR1 and PDR3 efflux regulators; inhibition, % at 9.4 µM; 310,000 tested, 0.32% active; AID 504621;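 active = every replicate shows inhibition above about 80%, whatever the replicate mean, limit read from the data; inconclusive = mean inhibition reaches the set limit but some replicate falls short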;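 also: 0% = DMSO neutral controls and 100% = 20 µM radicicol positive controls; yeast relying on Plasmodium falciparum Hsp90 in place of its own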
CDK5 p35 inh – blocks human CDK5/p35 kinase activity | Q00535+Q15078 | Recombinant CDK5/p35, ADP-Glo luminescence, 60 min | inhibition, % at 10 µM | 330,000 tested, 0.01% active | AID 488839;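 active = highest replicate inhibition of at least 50% and at least 75% of replicates reaching 50%; inconclusive = only one of the two criteria met; inactive = both criteria failed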;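 also: plate controls were DMSO neutral control for no effect and GW8510 at 10 µM for full effect; many of its hits are not listed in these tables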
Target sequence (Q00535 whole entry, looked up): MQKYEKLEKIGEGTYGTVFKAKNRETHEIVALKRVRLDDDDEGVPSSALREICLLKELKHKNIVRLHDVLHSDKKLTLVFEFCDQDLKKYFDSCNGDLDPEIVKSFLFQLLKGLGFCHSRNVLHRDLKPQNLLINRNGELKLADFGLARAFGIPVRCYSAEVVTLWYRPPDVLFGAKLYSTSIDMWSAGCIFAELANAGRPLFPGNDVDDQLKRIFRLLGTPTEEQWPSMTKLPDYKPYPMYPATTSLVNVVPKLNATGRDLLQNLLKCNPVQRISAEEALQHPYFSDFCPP
Target sequence (Q15078 whole entry, looked up): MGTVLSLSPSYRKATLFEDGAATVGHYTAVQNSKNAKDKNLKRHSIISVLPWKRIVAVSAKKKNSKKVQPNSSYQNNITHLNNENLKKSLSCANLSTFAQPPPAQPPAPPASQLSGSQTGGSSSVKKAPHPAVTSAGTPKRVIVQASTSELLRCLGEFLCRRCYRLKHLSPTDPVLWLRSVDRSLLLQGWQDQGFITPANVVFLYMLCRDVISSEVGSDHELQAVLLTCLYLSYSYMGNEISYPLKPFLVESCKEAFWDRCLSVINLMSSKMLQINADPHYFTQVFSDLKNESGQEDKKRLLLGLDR
The depositor's hits bear a star; ? = inconclusive; . = no result given.

SMILES	dFosB act	RTF Ca sens act	Rtt109 HAT inh	SUMO Mot1 rescue	NSD2 HMT inh	Keap1 Nrf2 FP	C-LANA FP	RTF Ca sens inh	PvdQ acylase	PfHsp90 set2	CDK5 p35 inh
COc1cc(NC(=O)CN2C(=O)C(=O)N(CC(C)C)C2=O)cc(OC)c1	-2	-9	0	.	0	-5	1.3	-3	6	9	-0.5
CC1CN(C(=O)CN2C(=O)c3ccccc3S2(=O)=O)CC(C)O1 (configuration not stated)	2	3	2	59	0	2	-1.4	-5	-18	0	1.0
CC(C)c1nc2cc(C(=O)N3CCNC(=O)C3c3cccc(F)c3)ccc2o1 (configuration not stated)	-5	3	6	14	2	-6	-0.2	-3	-16	20	0.2
NS(=O)(=O)c1cccc(NS(=O)(=O)c2ccc3ccccc3c2)c1	-7	-1	8	-8	5	1	0.6	-9	-15	-6	0.0
CCCCNC(=O)N1CCOCCOCCN(C(=O)NCCCC)CCOCCOCC1	0	-3	4	-4	0	-6	-0.1	3	4	24	-0.3
COc1ccc(OC)c(Nc2c3c(nc4ccccc24)CCC3)c1	2	2	6	8	6	-4	4.7	-3	-2	-12	-0.6
Cc1cccc(C)c1NC(=O)NCc1ccco1	-2	-4	-2	14	0	4	-0.4	1	-3	-5	0.0
CN(C(=O)c1cccc(NC(=O)Cc2ccc(NC(=O)C3CCN(C(=O)C4CCC4)CC3)cc2)c1)C1CCCC1	-8	-5	-3	.	.	-2	-1.3	2	2	3	2.2
COc1ccc([N+](=O)[O-])cc1N(CC(O)CN(CC(C)C)CC(C)C)S(=O)(=O)c1ccc(C)cc1 (configuration not stated)	-6	-3	9	7	0	0	-9.0	6	9	-20	-0.4
COc1ccc(/C=C(\C#N)C(=O)OCC(=O)Nc2c(C)cccc2C(C)C)cc1	1	5	-6	355	-4	-3	-2.6	-9	-4	-2	0.8
C=C(C)CN(CC)c1ccc(N2C(=O)CCCC2=O)cc1[N+](=O)[O-]	-7	-1	-3	10	-1	-4	-1.7	-4	-14	-18	-1.5
Cc1ccc(C)c(NS(=O)(=O)c2cc(C(=O)Nc3ccccc3-c3ccccc3)ccc2C)c1	-4	-3	3	102	0	2	-0.1	2	-15	-3	-0.9
O=C(NCC1CCCO1)c1cn(-c2ccccc2)nc1-c1ccc(F)cc1 (configuration not stated)	-9	3	-4	-19	-1	3	1.1	6	-6	-2	1.6
CCOc1cc(C(=O)OCC(=O)Nc2cccc(C)c2)ccc1OCC(=O)N1CCOCC1	-2	-4	.	-26	-1	-4	0.8	-1	4	-17	-0.2
O=C1CCCCC1C(=O)c1cn(-c2ccc(Cl)c(Cl)c2)nn1 (configuration not stated)	-4	-1	-5	-1	-2	-1	1.1	-10	-7	.	2.0
Cc1ccc(NC(=O)CN(C)C(=O)CCSc2ccc(F)cc2)cc1	-3	-9	4	1	0	-4	0.0	-4	1	13	1.6
CC(=O)Nc1ccc(Cl)c(C(N)=O)c1	0	2	0	-4	-3	-4	2.8	-12	-13	18	-5.6
CC(C)CNC(=O)c1cccc(NC(=O)c2ccc(NC(=O)c3ccco3)cc2)c1	12	2	2	-4	-1	-3	0.2	-7	-13	-32	-3.0
COc1cccc(-n2nnnc2SCC(=O)c2ccc(NC(C)=O)cc2)c1	-7	5	.	6	1	-2	0.4	0	2	14	0.6
Cc1ccc(C)c(S(=O)(=O)N2CCCOC2CNC(=O)C(=O)NCCCN2CCOCC2)c1 (configuration not stated)	-2	-5	18	8	-3	1	4.7	-1	5	2	0.1
Cc1cc(C(=O)COC(=O)c2nccnc2N)c(C)n1C	2	3	-11	6	7	-4	-1.0	-2	10	-11	2.1
O=C(O)c1cc2[nH]c3c(c2cc1Cl)CCCC3	-4	1	-6	-8	0	1	2.4	-4	-6	0	-1.8
O=C(CSc1n[nH]c(-c2ccccn2)n1)Nc1ccc(Cl)cc1	-10	3	-5	-1	0	-7	-0.9	-8	-16	13	-6.8
O=C(CN1CCN(C(=O)C2CCCO2)CC1)Nc1cc(C(F)(F)F)ccc1Cl (configuration not stated)	3	-5	7	-10	-5	-2	0.7	-1	0	15	-0.1
CCOC(=O)c1cc(S(=O)(=O)NC2CCCCC2)cn1C	-4	-7	17	-5	-12	-5	2.5	-5	8	8	0.3

6 entries out of the list above, arranged by their value in CDK5 p35 inh, low to high.
canonical_smiles	CDK5 p35 inh
CC(=O)Nc1ccc(Cl)c(C(N)=O)c1	-5.6
O=C(O)c1cc2[nH]c3c(c2cc1Cl)CCCC3	-1.8
O=C(CN1CCN(C(=O)C2CCCO2)CC1)Nc1cc(C(F)(F)F)ccc1Cl (configuration not stated)	-0.1
CC(C)c1nc2cc(C(=O)N3CCNC(=O)C3c3cccc(F)c3)ccc2o1 (configuration not stated)	0.2
CCOC(=O)c1cc(S(=O)(=O)NC2CCCCC2)cn1C	0.3
COc1cccc(-n2nnnc2SCC(=O)c2ccc(NC(C)=O)cc2)c1	0.6

Next section:
SMILES	dFosB act	RTF Ca sens act	Rtt109 HAT inh	SUMO Mot1 rescue	NSD2 HMT inh	Keap1 Nrf2 FP	C-LANA FP	RTF Ca sens inh	PvdQ acylase	PfHsp90 set2	CDK5 p35 inh
Cc1noc(NS(=O)(=O)c2ccc(NC(=O)c3ccccc3NS(=O)(=O)c3ccc(F)cc3)cc2)c1C	-4	5	1	6	0	-1	-0.7	-7	-14	-6	-0.5
COc1ccc(CN(C(=O)c2nsc(Cl)c2Cl)C(C(=O)NC2CCCC2)c2ccc(C)cc2)cc1 (configuration not stated)	-3	7	-8	12	-4	0	1.9	1	-11	10	-1.2
CC(=O)Nc1ccc(NC(=O)c2c(C)nn(Cc3ccccc3)c2Cl)cc1	6	-1	-8	-1	-3	5	-1.1	-5	-8	10	-3.2
Cc1noc(C)c1S(=O)(=O)N(CC(=O)N1CCc2ccccc21)c1ccc(C(C)C)cc1	-5	2	-7	180	.	-1	0.5	-8	-15	-39	0.3
CCN(CC)CC(=O)N1c2ccccc2Sc2ccc(Cl)cc21	-9	-7	-8	-3	6	0	-1.7	-10	-16	68	0.2
Cc1c(CC(=O)O)c(=O)oc2c(C)c(OCc3nn[nH]n3)ccc12	-2	5	-9	-8	-1	-5	-1.1	-3	-15	26	-0.3
COc1ccc(Br)cc1S(=O)(=O)N(CC(=O)N1CCOCC1)c1ccccc1	1	-1	.	-2	-5	0	0.7	1	3	0	-1.1
C/C(=C\c1ccccc1)C(=O)NCCN1CCOCC1	-3	2	.	15	2	-6	-0.9	6	-17	13	-0.6
COc1ccc(NC(=O)CCNC(=O)C2CCN(S(=O)(=O)c3ccc(F)cc3)CC2)cc1OC	7	-6	-6	-19	-15	-3	0.8	2	-5	2	-0.2
CCc1ccc(C(=O)NC2CCCCC2)s1	-5	3	-6	0	-2	5	0.5	-6	-14	8	4.0
O=C(NCCCO)c1cc2c([nH]c3ccccc32)c(-c2ccc(F)cc2)n1	-22	-4	10	26	-6	-2	-1.7	-5	-5	0	0.2
CCCc1cc(=O)oc2c(C)c(OCc3nn[nH]n3)ccc12	-10	11	0	5	2	-6	-1.3	0	-27	5	-5.2
O=C(CC1SC2=NCCN2C1=O)Nc1ccccc1 (configuration not stated)	-2	0	0	-1	115*	1	-0.3	-4	-4	-8	-2.3
CCN1CCN(S(=O)(=O)c2ccc3c(c2)NC(=O)CS3)CC1	-3	5	0	-3	0	-7	-0.3	-2	-8	-1	.
O=C(N/N=C1\CCCc2ccccc21)c1ccc([N+](=O)[O-])cc1	-11	3	5	-20	3	-3	0.2	-4	-9	-50	-0.3
O=C1NC(c2ccccc2)=CC(c2ccccc2O)N1 (configuration not stated)	?	8	-9	0	.	1	-2.0	-13	-14	-9	1.1
C/C(CC(=O)Nc1ccccc1Cl)=N\NC(=O)C(=O)NCCO	-6	2	5	.	-7	-10	0.6	0	-12	38	-0.6
COc1ccc(C(CCNCc2ccc(N(C)C)cc2)c2ccccc2)cc1 (configuration not stated)	4	3	2	-15	15	1	-1.7	-12	-20	-9	0.5
Cc1cccc(NC(=O)/C(C#N)=C/c2cn(CC(=O)NCc3ccco3)c3ccccc23)c1C	37*	4	12	6	0	-5	-0.4	7	12	-5	0.8
O=C(CSc1nccc(=O)[nH]1)Nc1ccc2ccccc2c1	-1	-1	2	22	-1	2	0.4	-9	-6	2	-1.0
Cc1cc(-c2ccccc2)c2c(=O)n(-c3ccccc3)[nH]c2n1	0	-1	-2	-19	4	-2	-2.2	2	9	11	-1.9
CC(=O)Nc1ccc(S(=O)(=O)N(C)CC(=O)Nc2ccc(F)c(F)c2F)cc1	0	-5	-8	4	-1	-3	-0.4	2	5	.	1.5
CS(=O)(=O)N1CCCC(C(=O)NCc2ccco2)C1 (configuration not stated)	-2	-7	4	384*	1	1	-0.9	-1	4	4	-0.2

Pulled by compound from the entries so far (four):
SMILES	dFosB act	RTF Ca sens act	Rtt109 HAT inh	SUMO Mot1 rescue	NSD2 HMT inh	Keap1 Nrf2 FP	C-LANA FP	RTF Ca sens inh	PvdQ acylase	PfHsp90 set2	CDK5 p35 inh
O=C(CSc1nccc(=O)[nH]1)Nc1ccc2ccccc2c1	-1	-1	2	22	-1	2	0.4	-9	-6	2	-1.0
COc1ccc(C(CCNCc2ccc(N(C)C)cc2)c2ccccc2)cc1 (configuration not stated)	4	3	2	-15	15	1	-1.7	-12	-20	-9	0.5
Cc1cccc(NC(=O)/C(C#N)=C/c2cn(CC(=O)NCc3ccco3)c3ccccc23)c1C	37*	4	12	6	0	-5	-0.4	7	12	-5	0.8
Cc1c(CC(=O)O)c(=O)oc2c(C)c(OCc3nn[nH]n3)ccc12	-2	5	-9	-8	-1	-5	-1.1	-3	-15	26	-0.3
